Hep lipid drop = modulators of hepatic lipid droplet formation; AML12 mouse hepatocytes, oleate lipid droplets, BODIPY imaging; inhibition, % at 6.5 µM; 0.4% of 240,000 active; AID 1656;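 active = lipid droplet intensity inhibited by at least 50%, with more than 500 cells counted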
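material = mouse AML12 hepatocyte cell line, fixed after treatment | also added = 100 µM oleic acid challenge | doses = compound at 6.5 µM only | schedule = overnight exposure | technique = Image-based BODIPY and DAPI two-channel analysis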
bCat nuc transl = alters nuclear translocation of beta-catenin in HeLa cells; immunofluorescence imaging; nuclear translocation activity, % at 5 µM; AID 1665; 0.3% of 190,000 active;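 active = nuclear translocation activity above 50% at 5 µM, with a well cell count of 50 or more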;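 note: per-cell ratio of nuclear to cytoplasmic median beta-catenin stain intensity; plate controls were DMSO negative control for no effect and GSK-3 inhibitor IX positive control for full effect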
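test system = HeLa cells, endogenous beta-catenin | dosing = single 5 µM dose plus 0.02–20 µM confirmation series | times = compound treatment 24 h, 37°C, 5% CO2 | technique = beta-catenin immunofluorescence imaging with DAPI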
T cell HTS = modulates CD8 T cell binding to vesicles. 2C CD8+ T cell-vesicle binding, flow cytometry; active compounds read low. calls only at 7 µM. 0.068% of 330,000 active. AID 2052;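 active = response, share of CD8 T cells binding vesicles, and their 90th percentile fluorescence all below set limits, cut at about 80% in these data, passing the limit was not always enough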
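Assay system – 2C mouse CD8+ T cells · Also added – QL9-loaded Drosophila micro-vesicles · Timing – Cell–vesicle co-incubation 1.5 h at 37 °C, staining 20 min on ice · Signal – flow cytometry of vesicle-bound cells · Measure – percent CD8+ FL2 mean versus row control · Controls – Peptide-free naked vesicles (low) and QL9 vesicles with 0.7% DMSO vehicle (high)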
human PMI inhibitors = MPI inhibition at elevated mannose 6-phosphate – biochemical, fluorescence intensity, high mannose 6-phosphate, primary screen (AID 1220); recombinant PMI enzyme, coupled fluorescence intensity; higher % means a stronger effect; one-dose inhibition, % at 20 µM; IC50 in µM for titrated hits; 0.66% of 190,000 active
Insulin prom up = MIN6 insulin promoter up-regulation; z-score at 5 µM; MIN6 insulin promoter-GFP reporter, high-content imaging; active compounds read high; 0.3% of 190,000 active;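 active = z-score above 3 at 5 µM with at least 500 cells counted in the well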
PMI inhibitors = MPI enzyme activity inhibition – biochemical, fluorescence intensity, coupled assay, primary screen (AID 1209); 0.42% of 190,000 active; purified PMI enzyme, coupled fluorescence intensity; higher % means a stronger effect; inhibition, % at 20 µM; hits with a dose series show IC50 in µM;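 note: plate controls were DMSO vehicle for no effect and wells lacking substrate for full effect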
TNAP activation fold = human TNAP enzyme activators, primary screen, biochemical, luminescent, no phosphate acceptor, uHTS (AID 1001); purified TNAP, luminescent activation assay, no phosphate acceptor; higher activation fold means a stronger effect; activation fold at 20 µM, or EC50 in µM where a hit was titrated; 0.03% of 200,000 active; in the data active = activation fold from about 3, or a potency from the dose series; inactive = the rest, 99 in 100 with activation fold below about 1.6; note: many of its hits are not listed in these tables
MT stabilizer = microtubule stabilizers in HeLa cells; HeLa tubulin immunostaining HCS, 24 h; share of cells brighter than vehicle mean+2SD; % tubulin-high responders, % at 10 µM; 0.83% of 200,000 active; AID 2205;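 active = plate Z-score above 3 for both tubulin-high and condensed-nucleus cell shares, with cell loss under 80%, at 10 µM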;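 note: anti alpha tubulin signal scored within the nucleus-defined area of each cell; some results filed as inactive read as strong as hits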
Autophagy HCS = autophagy modulation, high-content screen | MEF GFP-LC3 puncta imaging; test concentration mostly 10 µM | calls only at 10 µM (by protocol) | 0.98% of 190,000 active | AID 463193;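 active = percentage of spot-positive cells more than 3 SD above its plate mean, without a fluorescence outlier flag or 80% toxicity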;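 note: spot-positive cell cutoff set from DMSO-treated cells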
Insulin prom up cell count = further read-out of Insulin prom up, marked with its call; cell count; measured here: cytotoxicity, nuclei count;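 total cells summed across four imaged fields per well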
Hep lipid drop cells 6.5 µM = further read-out of Hep lipid drop, marked with its call; cell count; measured here: cell count, cytotoxicity flag;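 cells counted across two imaged fields per well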
bCat nuc transl cell count 5 µM = second read-out of bCat nuc transl, no call of its own (marks repeat the call); cell count; measured here: cell count, cytotoxicity flag
T cell HTS vesicle-bound % = also measured in T cell HTS; calls as there; double positive events, %; measured here: CD8+ vesicle-bound cell fraction;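 binding gate set so that unloaded-vesicle control wells show 10% double positive cells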
MT stabilizer Hoechst-high % = recorded beside MT stabilizer, whose call it bears; % Hoechst-high responders; measured here: nuclear condensation Hoechst responders;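 share of cells brighter than vehicle mean plus two SD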
MT stabilizer cytotoxicity % = recorded beside MT stabilizer, whose call it bears; toxicity, %; measured here: cytotoxicity by cell density;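 0% = mean cell density of plate MIN control wells and 100% = no cells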
Autophagy HCS cell loss 18 h = further read-out of Autophagy HCS, marked with its call; toxicity, %; measured here: cell loss, nuclei count;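 cell loss after 18 h compound exposure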
Starred values were filed as active, the others as inactive; i = inactive; / = not tested or not shown; + = active, no number. Cut-off read from the data, not from the text of the source, unless noted: active = inhibition above about 50%; inactive = the rest. No enrichment for hits; overall some 2.9% were active at least once.

The line under a structure holds: Hep lipid drop, Hep lipid drop cells 6.5 µM, bCat nuc transl, bCat nuc transl cell count 5 µM, T cell HTS, T cell HTS vesicle-bound %, human PMI inhibitors, Insulin prom up, Insulin prom up cell count, PMI inhibitors, TNAP activation fold, MT stabilizer, MT stabilizer Hoechst-high %, MT stabilizer cytotoxicity %, Autophagy HCS, Autophagy HCS cell loss 18 h
- CCC1=Nc2cc(C(=O)NCCCOC)ccc2Sc2ccccc21
    -118, 307, /, /, i, 54, -72%, -0.94, 627, -49%, 1.1, 25*, 33*, 50*, +, 65*
- C=CCn1c(CCNC(=O)c2cccs2)nnc1SCC(=O)c1cccc([N+](=O)[O-])c1
    -1, 777, -1.7, 1277, i, 24, -3%, -0.44, 911, 4%, 1.1, 1.2, 1.0, 5.1, i, -2
- O=C(CCNS(=O)(=O)c1cccc2nsnc12)NCc1ccc(F)cc1
    -2, 715, -0.4, 1092, i, 22, 3%, /, /, 5%, 1.1, 1.9, 1.2, 2.1, i, 6
- Nc1cc(OC(=O)c2ccco2)nn1S(=O)(=O)c1ccc(F)cc1
    /, /, 2.2, 1400, i, 3, 3%, 0.71, 1683, 5%, 1, 1.9, 2.2, 9.1, i, 5
- CCS(=O)(=O)Nc1ccc(-c2nnc(SCC(=O)OC)o2)cc1
    /, /, -0.3, 1176, i, 2, 4%, 0.17, 1162, 3%, 1.1, 2.9, 1.4, 6.0, i, -6
- COc1cccc(C2CC(=O)NC3=C2C(=O)CCC3)c1 (stereo not given)
    /, /, -1.0, 1323, i, 3, -1%, 0.34, 1297, 0%, 1.1, 2.2, 1.5, 10, i, -12
- CC1=NN(C(=O)COc2cc(C)ccc2C(C)C)C(O)(c2ccccc2)C1 (stereo not given)
    15, 650, -0.3, 1286, i, 19, /, -0.44, 1143, /, /, /, /, /, /, /
- O=C(NNC(=O)C1CC(c2cccs2)=NO1)NC1CCCCC1 (stereo not given)
    -5, 716, 1.2, 1352, i, 10, 6%, 1.8, 1505, 6%, 1, 1.2, 2.1, 5.3, i, 0
- COc1cccc(/C=N/NC(=O)c2ccc([N+](=O)[O-])cc2Cl)c1O
    15, 578, -0.1, 895, i, 44, -14%, /, /, 5%, 1.4, 3.5, 4.2, 1.5, i, 2
- Cc1cccc(N=Nc2c(C)[nH]n(-c3ccccc3)c2=O)c1
    2, 585, 0.8, 1500, i, 18, 3%, 0.78, 1288, -6%, 1, 4.5, 2.0, 1.0, i, 2

Other structures follow.
The line under a structure holds: Hep lipid drop, Hep lipid drop cells 6.5 µM, bCat nuc transl, bCat nuc transl cell count 5 µM, T cell HTS, T cell HTS vesicle-bound %, human PMI inhibitors, Insulin prom up, Insulin prom up cell count, PMI inhibitors, TNAP activation fold, MT stabilizer, MT stabilizer Hoechst-high %, MT stabilizer cytotoxicity %, Autophagy HCS, Autophagy HCS cell loss 18 h
- O=C1ON=C(c2ccccc2)/C1=C/c1ccc(-c2ccccc2[N+](=O)[O-])o1
    4, 661, -1.2, 997, i, 50, -11%, 1.2, 1285, -5%, 0.9, 3.7, 1.5, 3.5, i, 7
- Cc1onc(-c2ccccc2Cl)c1C(=O)NCCn1ccc2ccccc21
    /, /, -0.3, 1362, i, 48, 7%, 0.04, 1607, 13%, 1.1, 5.5, 3.6, 7.8, i, -5
- COC(=O)c1cn(NC(=O)/C=C/c2ccc(OC)c(OC)c2)c(=O)c2ccccc12
    15, 692, -2.7, 1091, i, 41, 5%, -0.08, 1482, 14%, 0.9, 7.1, 3.2, 8.5, i, 7
- C#CCOCCOCCOCCNc1nc(N2CCN(C(=O)[C@H](C)n3cc(CCCN=C(N)N)nn3)CC2)nc(N2CCN(C(=O)[C@H](C)n3cc(CCCN=C(N)N)nn3)CC2)n1
    15, 766, /, /, /, /, -12%, 0.48, 1477, -28%, 1.2, 2.3, 2.5, 6.2, i, -10
- CSC(=S)N/N=C/c1c[nH]c2ccccc12
    8, 687, 1.2, 1084, i, 6, 0%, 0.84, 1496, 16%, 1.1, 3.1, 1.7, 5.1, i, 3
- N#Cc1ccccc1CSc1ccc(-c2nc3ccccc3[nH]2)cn1
    -12, 362, -0.4, 1002, i, 21, 6%, 0.54, 1762, 10%, 1.3, 1.6, 1.4, 4.8, i, 6
- O=C(c1cccc(S(=O)(=O)N2CCCCC2)c1)N1CCCCC1
    -8, 698, 0.9, 994, i, 30, 3%, 0, 1954, 2%, 1.1, 5.1, 2.4, 5.3, i, -9
- COc1ccc(N(C(=O)Cc2cccs2)C(C(=O)NC2CCCCC2)c2cccn2C)cc1 (stereo not given)
    16, 831, 8.1, 902, i, 49, 1%, /, /, 2%, 1.1, 1.2, 1.4, 2.1, i, 32
- Nc1cc(=O)[nH]c(=S)n1-c1cccc(C(F)(F)F)c1
    -1, 752, 5.0, 893, i, 48, -6%, 1.4, 898, -4%, 1, 1.9, 1.7, 5.1, i, 2
- O=C(CN1CCN(S(=O)(=O)c2ccc(Cl)cc2)CC1)Nc1ccc(F)cc1F
    /, /, -2.7, 863, i, 51, 11%, 0.7, 1216, 11%, 1.1, 1.9, 1.8, 7.2, i, 2

3 records picked at random from those above, as already listed:
The line under a structure holds: Hep lipid drop, Hep lipid drop cells 6.5 µM, bCat nuc transl, bCat nuc transl cell count 5 µM, T cell HTS, T cell HTS vesicle-bound %, human PMI inhibitors, Insulin prom up, Insulin prom up cell count, PMI inhibitors, TNAP activation fold, MT stabilizer, MT stabilizer Hoechst-high %, MT stabilizer cytotoxicity %, Autophagy HCS, Autophagy HCS cell loss 18 h
- Nc1cc(=O)[nH]c(=S)n1-c1cccc(C(F)(F)F)c1
    -1, 752, 5.0, 893, i, 48, -6%, 1.4, 898, -4%, 1, 1.9, 1.7, 5.1, i, 2
- CSC(=S)N/N=C/c1c[nH]c2ccccc12
    8, 687, 1.2, 1084, i, 6, 0%, 0.84, 1496, 16%, 1.1, 3.1, 1.7, 5.1, i, 3
- C#CCOCCOCCOCCNc1nc(N2CCN(C(=O)[C@H](C)n3cc(CCCN=C(N)N)nn3)CC2)nc(N2CCN(C(=O)[C@H](C)n3cc(CCCN=C(N)N)nn3)CC2)n1
    15, 766, /, /, /, /, -12%, 0.48, 1477, -28%, 1.2, 2.3, 2.5, 6.2, i, -10

The results go on:
The line under a structure holds: Hep lipid drop, Hep lipid drop cells 6.5 µM, bCat nuc transl, bCat nuc transl cell count 5 µM, T cell HTS, T cell HTS vesicle-bound %, human PMI inhibitors, Insulin prom up, Insulin prom up cell count, PMI inhibitors, TNAP activation fold, MT stabilizer, MT stabilizer Hoechst-high %, MT stabilizer cytotoxicity %, Autophagy HCS, Autophagy HCS cell loss 18 h
- O=C1c2ccccc2C(=O)N1n1c(=O)[nH]c2ccccc2c1=O
    -10, 811, 2.7, 1090, i, 12, 6%, -0.19, 1140, 17%, 1, 4.1, 2.2, 6.6, i, -3
- CC(C)c1nc2sc3c(=O)[nH]c(=S)[nH]c3c2c2c1CCC2
    12, 676, -1.2, 1033, /, /, 0%, /, /, 23%, 1.1, 2.0, 1.9, 4.2, i, 10
- Cn1c(SCc2ccccc2F)nc2cccnc21
    /, /, 3.0, 1353, i, 12, 1%, 0.52, 1447, 3%, 1.1, 1.7, 1.2, 3.3, i, 0
- COc1cc(/C=N/Nc2ccc([N+](=O)[O-])cc2S(=O)(=O)N2CCOCC2)cc(OC)c1OC
    -4, 672, -5.3, 1113, i, 53, -8%, -0.97, 1399, -7%, 0.9, 6.5, 5.6, 2.3, i, 5
- Cc1ccc(-c2nnc(CCC(=O)N(C)Cc3nccs3)o2)s1
    9, 703, -0.2, 1535, i, 44, /, -0.62, 1652, /, 1.1, 1.7, 2.3, 2.6, i, -3
- COc1ccccc1NC(=O)c1cc2c(s1)-c1ccccc1S(=O)(=O)C2
    1, 638, -0.2, 1307, i, 31, /, 0.03, 1017, /, /, /, /, /, /, /
- Cc1ccc(NC(=O)CSc2ncn[nH]2)cc1S(=O)(=O)N1CCOCC1
    1, 682, 1.5, 955, i, 28, -7%, 0.07, 1666, 9%, 1, 3.3, 2.7, 6.0, i, -10
- COCc1[nH]nc2c1C(c1ccnc3ccccc13)C(C#N)=C(N)O2 (stereo not given)
    /, /, -0.3, 1194, /, /, -2%, 1.2, 999, -6%, 1.1, 3.8, 2.3, 8.2, i, -10
- CC1(C)Cc2c(c(-c3ccco3)[nH]c(=O)c2C#N)CS1
    6, 562, -2.1, 1082, i, 39, 20%, 0.24, 1210, 35%, 1.1, 2.7, 1.7, 8.2, i, -2
- C=CCOc1ccc(CNn2nnnc2N)cc1
    /, /, -1.7, 1424, i, 44, 8%, -0.47, 1426, 8%, 1.1, 3.2, 1.9, 7.6, i, -4

Going on with the list:
The line under a structure holds: Hep lipid drop, Hep lipid drop cells 6.5 µM, bCat nuc transl, bCat nuc transl cell count 5 µM, T cell HTS, T cell HTS vesicle-bound %, human PMI inhibitors, Insulin prom up, Insulin prom up cell count, PMI inhibitors, TNAP activation fold, MT stabilizer, MT stabilizer Hoechst-high %, MT stabilizer cytotoxicity %, Autophagy HCS, Autophagy HCS cell loss 18 h
- NS(=O)(=O)c1ccc(NC(=S)NC2CCCCC2)cc1
    -14, 645, -0.1, 1476, i, 12, -4%, 0.02, 1413, -2%, 1, 4.7, 1.7, 20, i, 11
- O=C(c1cc2ccccc2oc1=O)N(Cc1cccs1)Cc1ccccc1Cl
    -23, 675, 2.5, 1207, i, 16, 6%, /, /, 7%, 1, 2.5, 1.4, 6.3, i, 5
- CC[C@H](C)[C@H](NC(N)=O)C(=O)NCCc1ccc(OC)cc1
    -14, 695, -1.1, 1106, i, 30, /, -0.06, 1443, /, /, /, /, /, /, /
- CN1N=C2c3ccccc3CCC2C1c1ccc(F)cc1 (stereo not given)
    -1, 675, -0.7, 1315, i, 28, /, 0.66, 942, /, /, /, /, /, /, /
- CC(C)(C)C(=O)NCCCNc1ccc([N+](=O)[O-])cc1
    5, 740, -3.8, 1114, i, 36, 7%, 0.18, 1630, -1%, 1, 2.7, 2.9, 4.7, i, 14
